FEN1 inh = inhibitors of human flap endonuclease 1. Potency, µM (top dose mostly 114 µM), inactives show at the top dose activity change, negative = inhibition, usual class: inhibitors. Recombinant FEN1 flap cleavage, fluorescence, 15 min. P39748. 390,000 tested, 0.35% active; note: nearly all actives have a fitted effect of over 65% in size
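Compounds are tested as a concentration series against 10 nM FEN1; after a 15 min room-temperature preincubation, 50 nM substrate starts cleavage, with plate reads at 0 and 15 min. Normalized responses are fitted by a Hill equation.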
TDP1 cell CPT = growth inhibition of DT40 Tdp1-/-;hTDP1 cells with camptothecin (screen for TDP1 inhibitors); chicken DT40 Tdp1-/-;hTDP1 cells + 20 nM CPT, ATP luminescence, 48 h; 420,000 tested, 12% active; Potency, µM (highest dose often 46.2 µM), for inactives: at the top dose activity change, negative = growth inhibition, usual class: inhibitors; note: nearly all actives have a fitted effect of over 55% in size
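Chicken DT40 Tdp1-/- cells stably complemented with human TDP1 were seeded at 400 cells/well in medium containing 20 nM camptothecin, exposed to pin-transferred compounds, and grown at 37 °C for at least 48 hr. Viability was read as ATP luminescence.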
KAT2A inh = GCN5L2 (KAT2A) acetyltransferase inhibition; Potency, µM (series often up to 58.9 µM), for inactives: top-dose activity change, negative = inhibition, usual class: inhibitors; 390,000 tested, 0.21% active; Q92830; GCN5L2 HAT assay, ThioGlo1 CoA-SH fluorescence
Target sequence (Q92830 whole entry, looked up): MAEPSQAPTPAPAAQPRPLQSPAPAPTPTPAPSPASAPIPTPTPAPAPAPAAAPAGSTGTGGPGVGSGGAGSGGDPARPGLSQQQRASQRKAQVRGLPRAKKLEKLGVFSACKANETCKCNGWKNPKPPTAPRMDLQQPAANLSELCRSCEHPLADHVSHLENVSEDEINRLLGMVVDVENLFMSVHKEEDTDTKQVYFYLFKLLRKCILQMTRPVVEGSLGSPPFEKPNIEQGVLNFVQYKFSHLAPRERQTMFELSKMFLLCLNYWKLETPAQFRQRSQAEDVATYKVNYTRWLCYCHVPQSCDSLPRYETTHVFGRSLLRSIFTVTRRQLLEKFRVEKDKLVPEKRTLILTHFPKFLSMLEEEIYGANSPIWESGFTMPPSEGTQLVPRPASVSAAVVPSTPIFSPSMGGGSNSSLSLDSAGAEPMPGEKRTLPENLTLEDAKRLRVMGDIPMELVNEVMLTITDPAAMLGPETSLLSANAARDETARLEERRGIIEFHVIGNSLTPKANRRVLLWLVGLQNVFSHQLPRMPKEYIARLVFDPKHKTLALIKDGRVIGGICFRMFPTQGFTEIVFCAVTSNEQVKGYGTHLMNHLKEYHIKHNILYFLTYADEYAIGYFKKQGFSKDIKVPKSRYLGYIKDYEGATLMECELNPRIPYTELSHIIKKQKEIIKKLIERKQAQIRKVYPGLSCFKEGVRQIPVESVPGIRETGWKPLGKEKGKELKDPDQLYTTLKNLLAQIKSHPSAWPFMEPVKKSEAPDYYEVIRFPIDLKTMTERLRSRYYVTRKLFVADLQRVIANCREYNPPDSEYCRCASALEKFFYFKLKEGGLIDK
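Fluorescence readout, Ex340nm/Em540nm: ThioGlo1 (50uM final) reacts with free CoA thiol released as 20nM GCN5L2 acetylates H3(1-25) peptide (75uM) using acetyl-CoA (70uM). Compound and enzyme sat 15 min beforehand; 20 min room-temperature reaction.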
Numbers without * were called inactive; ? = inconclusive; . = no result given. Calls come from the whole dose curve; as a rule, active = well fitted curve in the direction sought with a large enough effect; inconclusive = small, poorly fitted or top-dose-only effect, or another doubt; inactive = no such curve, though single readings can be large; an effect the other way counts as inactive or inconclusive. % is set by controls: 0 for no effect and ±100 for the full control effect; potency is the fitted concentration of half-maximal effect. Some of the compounds tested; rates above refer to the full screens.

SMILES | FEN1 inh | TDP1 cell CPT | KAT2A inh
COc1ccc(Cl)cc1S(=O)(=O)Nc1ccncc1 | -1% | 0% | -5%
CCOC(=O)NC1(NC2CCCCC2)Oc2ccccc2O1 | -14% | ? | -2%
CCOc1ccc(CN2CCN(Cc3cc4c(cc3Cl)OCO4)CC2CCO)cc1 (stereo unspecified) | 0% | ? | -7%
O=C(NCC1OCCc2ccccc21)c1cc(COc2c(F)cccc2F)on1 (stereo unspecified) | -19% | -9% | -4%
CCn1c(SCCC#N)nnc1-c1ccncc1 | -6% | -8% | 4%
O=C(COC(=O)C1CCCC1)Nc1cccc(Cl)c1Cl | -21% | -21% | 0%
CCCC(C(=O)NCc1ccco1)N(C(=O)CNS(=O)(=O)c1ccccc1)c1ccc(OC)cc1 (stereo unspecified) | -5% | 3% | -4%
COCCNC(=S)N1CCOCC1 | 12% | -3% | -5%
CC(=O)OCCOc1nc(N(C)C)nc(N(C)C)n1 | -2% | 13% | -3%
CC(=O)Nc1cccc(C(=O)OC(C)C(=O)NCc2ccc3c(c2)OCO3)c1 (stereo unspecified) | -9% | -3% | -5%
O=[N+]([O-])c1ccc(COc2ccccc2CN2CCOCC2)cc1 | 1% | 23µM* | .
Cc1ccc(Cl)cc1N(C)C(=O)Cn1ncc2c([nH]c3ccccc32)c1=O | 6% | -21% | -7%
Cc1c(NC(=O)CSc2nc3c(cnn3-c3ccccc3)c(=O)[nH]2)c(=O)n(-c2ccccc2)n1C | -5% | 7% | -1%
NCC1CCN(c2nc3ccccc3c3c2CCCC3)CC1 | -13% | 21µM* | .
O=C(NCc1cccnc1)C1CCN(S(=O)(=O)c2cccnc2)CC1 | -2% | -10% | -1%
CC(C)C(c1nnnn1Cc1ccco1)N1CCN(c2nc3ccccc3s2)CC1 (stereo unspecified) | -11% | ? | -8%
Cc1ccc2nc(N3CCOCC3)c(C=O)c(=O)n2c1 | 1% | 2% | 0%
COc1ccc(NS(=O)(=O)c2ccc(C(=O)N(C)Cc3cccs3)cc2)cc1 | 2% | ? | -4%
COC(=O)[C@@]1(Cc2ccc(OC)cc2)[C@H]2c3cc(C(=O)N(C)C)n(Cc4ccc(OC(F)(F)F)cc4)c3C[C@H]2CN1C(=O)c1ccccc1 | ? | 21µM* | -15%
Cc1onc(-c2c(Cl)cccc2Cl)c1C(=O)NC(=S)Nc1sc2c(c1C(N)=O)CCC(C)C2 (stereo unspecified) | -4% | ? | -15%
COc1ccc2c(c1)[C@H]1[C@H](CO2)[C@H](c2ccccc2)[C@@]2(C)C(=O)N[C@H](C)C(=O)N12 | -8% | 1% | .
CCOC(=O)Cn1c(=O)n(-c2ccccc2OC)c2nc(-c3cccc(F)c3)nc(C(N)=O)c21 | -17% | . | 3%
O=C1CCCCC1C(=O)c1cn(-c2ccc(Cl)c(Cl)c2)nn1 (stereo unspecified) | 3% | 2% | -13%
Cc1csc2c(N3CCN(C(=O)c4ccc(C(C)(C)C)cc4)CC3)ncnc12 | -22% | ? | 2%
Cc1ccc(NC(=O)COC(=O)/C=C/c2ccccc2)cc1S(=O)(=O)N1CCOCC1 | -9% | 1% | -10%
CN(C)c1cccc(-c2nnc(SCCCC#N)o2)c1 | -12% | 0% | -1%
COc1ccc(NC(=O)c2ccccc2N(Cc2ccccc2)S(C)(=O)=O)cc1OC | -2% | -1% | -11%
O=C(O)c1ccc(NCCC2=CCCCC2)c([N+](=O)[O-])c1 | -5% | 4% | -4%
O=C(N/N=C/c1cc([N+](=O)[O-])ccc1O)c1cccc2cc[nH]c12 | -1% | 6.5µM* | -14%
CCOc1ccc(NC(=O)c2ccc(CC)s2)c([N+](=O)[O-])c1 | 4% | -5% | -6%

Profiles, looked up by structure. Screens in order: FEN1 inh	TDP1 cell CPT	KAT2A inh
O=C(COC(=O)C1CCCC1)Nc1cccc(Cl)c1Cl across the screens: -21%	-21%	0%
Cc1ccc(NC(=O)COC(=O)/C=C/c2ccccc2)cc1S(=O)(=O)N1CCOCC1 across the screens: -9%	1%	-10%
CC(=O)Nc1cccc(C(=O)OC(C)C(=O)NCc2ccc3c(c2)OCO3)c1 (stereo unspecified) across the screens: -9%	-3%	-5%
Cc1csc2c(N3CCN(C(=O)c4ccc(C(C)(C)C)cc4)CC3)ncnc12 across the screens: -22%	?	2%
CCOC(=O)NC1(NC2CCCCC2)Oc2ccccc2O1 across the screens: -14%	?	-2%

Pulled one by one from above (three):
SMILES | FEN1 inh | TDP1 cell CPT | KAT2A inh
CN(C)c1cccc(-c2nnc(SCCCC#N)o2)c1 | -12% | 0% | -1%
O=C(O)c1ccc(NCCC2=CCCCC2)c([N+](=O)[O-])c1 | -5% | 4% | -4%
Cc1onc(-c2c(Cl)cccc2Cl)c1C(=O)NC(=S)Nc1sc2c(c1C(N)=O)CCC(C)C2 (stereo unspecified) | -4% | ? | -15%

(cont.)
SMILES | FEN1 inh | TDP1 cell CPT | KAT2A inh
O=C(Cn1ccc([N+](=O)[O-])n1)Nc1ccccn1 | 20% | 1% | -2%
COCCNc1nc(SC)nc2sc3c(c12)CCN(C)C3 | 12% | -11% | 0%
CCc1ccc(NC(=O)CSc2nc3c(oc4ccccc43)c(=O)n2-c2cccc(C)c2)cc1 | -17% | ? | -7%
CC(C)N(Cc1ccccc1)C(=O)C1CCCN(c2ncnc3c2nc2n3CCCCC2)C1 (stereo unspecified) | -4% | ? | -16%
COc1ccc(OCCC(=O)OCC(=O)Nc2ccc(Br)cc2)cc1 | -2% | -25% | -6%
Cc1ccc(C)c(CSC2=NCCN2S(=O)(=O)c2ccccc2)c1 | -5% | 18µM* | -12%
O=C1[C@H](Cc2ccccc2)NC/C=C\C[C@@H](c2ccco2)N1Cc1ccccc1 | -7% | ? | .
Cc1ccc(NC(=O)COC(=O)C2CC2)cc1Cl | 3% | -7% | 2%
O=C(CSc1nc2ccccc2s1)NC(=O)NCc1ccco1 | -12% | 0% | -3%
O=C(O)c1ccc(/C=N/Nc2nc3ccccc3[nH]2)cc1 | -15% | -2% | -10%
Cc1ccc(C2=NS(=O)(=O)N(C)C(C(=O)Nc3cc(C)n(CC(=O)N4CCC(C)CC4)n3)=C2)cc1 | 11% | ? | -5%
Cc1cccc(NC(=O)Cn2c(=O)n(CCc3ccccc3)c(=O)c3sc4ccccc4c32)c1 | 18% | 16µM* | -3%
Cc1ccc2nc(-c3cccc(SC4CCCCC4)c3)c(NCc3ccccc3)n2c1 | -28% | 26µM* | -11%
N#CC(C#N)=C(Nc1ccccc1)c1ccccc1 | 0% | 7% | -1%
Cc1cc(C)n(CC(=O)N/N=C/c2ccco2)n1 | 7% | -5% | 5%

The final 3 compounds of the section before are carried over, then new ones follow:
SMILES | FEN1 inh | TDP1 cell CPT | KAT2A inh
Cc1ccc2nc(-c3cccc(SC4CCCCC4)c3)c(NCc3ccccc3)n2c1 | -28% | 26µM* | -11%
N#CC(C#N)=C(Nc1ccccc1)c1ccccc1 | 0% | 7% | -1%
Cc1cc(C)n(CC(=O)N/N=C/c2ccco2)n1 | 7% | -5% | 5%
CCOc1cc(CNC(=O)C(NS(=O)(=O)c2cccs2)C(C)C)cc(OCC)c1OCC (stereo unspecified) | 0% | 0% | -8%
COc1cccc(CNC(=O)c2cc(=O)[nH]c3ccc(S(=O)(=O)N4CCCCC4)cc23)c1 | 2% | -21% | 1%
COc1ccc(-c2cn[nH]c2N)cc1OC | 0% | -28% | -8%
CCOc1ccc(Nc2ncnc3c2nnn3Cc2ccccc2)cc1 | 0% | -2% | -9%
Cc1cccc(N(CC(=O)NC2CCCC2)C(=O)c2c(C)noc2C)c1 | -10% | -2% | ?
COc1ccc(OC)c(N2Cc3ccccc3C2)c1 | -9% | ? | -4%
COc1ccc(C(CNC(=O)c2cccc(S(=O)(=O)Nc3ccc(C)cc3)c2)N2CCCCC2)cc1 (stereo unspecified) | -16% | ? | -2%
CCOC(=O)CC(NC(=O)c1cccs1)c1ccc(OCC)cc1 (stereo unspecified) | -1% | 2% | 1%
OC[C@@H]1[C@@H](c2ccc(Cl)cc2)C(c2ccccc2)=NN1c1ccccc1 | ? | ? | ?
CCOc1ccc(C(C)C)cc1S(=O)(=O)N1CCOCC1 | -14% | 7% | 1%
COc1ccc(OCC(=O)Nc2ccncc2)cc1 | -1% | 1% | -6%
CSc1nnc(N2C(=O)C(O)=C(C(=O)c3ccc(C)o3)C2c2ccc(C)cc2)s1 (stereo unspecified) | 2% | ? | -3%
COc1ccccc1NC(=O)CSc1nnc(C)s1 | 11% | -3% | -7%
COc1ccccc1NC(=O)C(Cc1ccccc1)NS(=O)(=O)c1ccc2c(c1)CCN2C(C)=O (stereo unspecified) | -18% | 4% | -5%
Cc1cc2c(c(C)c1Br)C(c1ccc3c(c1)OCO3)CC(=O)O2 (stereo unspecified) | 4% | -6% | -16%
CC12CC(O)C3c4ccc(O)cc4CCC3C1CC/C2=N\O (stereo unspecified) | 19% | -16% | -6%
CCC1(c2ccc(F)cc2)NC(=O)N(CC(=O)N2c3ccccc3NC(=O)C2(C)C)C1=O (stereo unspecified) | -2% | -8% | -6%
Cc1cc(C)c(S(=O)(=O)O)c(C)n1 | 6% | -6% | 0%
COc1ccc(CNC(=O)c2cc3cccc4c3n2CC(C)S4)cc1OC (stereo unspecified) | ? | ? | -10%
CC(=O)c1ccc(OCC(=O)OCc2cc(-c3ccco3)on2)cc1 | -2% | -29% | -1%
COc1cc(C(=O)Nc2cccc(OCc3cc(=O)n4c(C)csc4n3)c2)cc(OC)c1OC | -3% | 21µM* | -8%
Cc1cccc(C)c1OCC(=O)NCC1COc2ccccc2O1 (stereo unspecified) | -2% | -4% | -22%
O=C(CN1CCC(NC(=O)Nc2ccccc2)CC1)Nc1ccccc1F | -4% | ? | 0%
COc1ccc(C2=NC(c3ccccc3)=Nc3ccc(C)cc3N2)cc1 | 13% | 26µM* | 0%
CCN1CC(CN(C)Cc2nc(-c3ccc(C(F)(F)F)cc3)no2)CC1=O (stereo unspecified) | 16% | ? | -1%
CCC(C)NC(=O)Cn1ncc2c(C)n(Cc3ccc(F)cc3)c(C)c2c1=O (stereo unspecified) | -5% | 23µM* | -5%
CCCCNC(=O)CSc1nc(Cc2ccccc2)nc2ccccc12 | -3% | ? | -3%
O=C(CN1C(=O)c2cccc3cccc(c23)C1=O)N1CCN(c2ccccn2)CC1 | 4% | 8% | -1%
CSCCC(NC(=O)c1cc(CC(C)C)oc1C)C(=O)O (stereo unspecified) | -1% | -4% | 0%
CCN(CC)S(=O)(=O)c1cccc(NC(=O)c2ccccc2Br)c1 | 1% | -24% | -1%
NC(=O)C1=NOC(CNc2ncc(C(F)(F)F)cc2Cl)C1 (stereo unspecified) | -4% | 0% | -2%
O=C(CSc1nnc(Cc2ccccc2)c(=O)[nH]1)Nc1ccccc1 | 12% | -16% | -5%
Cc1nc(N/N=C/c2ccc(O)cc2)c2cnn(-c3ccccc3)c2n1 | 0% | ? | -5%
CC(C)CC(=O)Nc1c2c(nn1-c1ccc(F)cc1)CS(=O)C2 (stereo unspecified) | -8% | 8% | -5%
O=C(CN1CCC(n2nnc3cc(F)ccc32)CC1)N1CCCc2ccccc21 | -11% | ? | -3%
Cc1ccc(N(CC(=O)NCc2ccco2)C(=O)CCC(=O)Nc2ccccn2)cc1C | -2% | -4% | 1%
CCn1c(=O)c2sccc2n2c(CCCC(=O)Nc3ccc(OC)c(OC)c3)nnc12 | 3% | 2% | -5%
COC(=O)c1c(NC(=O)c2ccccc2F)sc2c1C(C(=O)OC)CC2 (stereo unspecified) | -26% | -29% | -3%
FC(F)(F)c1cc(-c2ccco2)nc(-n2cnc3ccccc32)n1 | 13% | -13% | 2%
COc1cccc(N2[C@@H](CC(=O)O)c3cc(C(F)(F)F)ccc3S2(=O)=O)c1 | -9% | 4% | .
CN(/N=C/c1ccc(-c2ccc([N+](=O)[O-])cc2)o1)c1ccccc1 | 5% | -3% | 3%
CC(=O)OCn1nnc2ccccc2c1=O | 11% | -23% | -3%
COc1cc(C(=O)NCCC(=O)N2CCN(C)CC2)cc(OC)c1OC | 2% | 6% | -4%
CC(=O)c1cccc(NC(=S)NC(=O)c2ccc(Br)cc2)c1 | 10% | -5% | 2%
O=C(O)C1CCN(C(=O)c2ccc(Cl)cc2)CC1 | 6% | 1% | -2%

Molecules above with a cyano group:
SMILES | FEN1 inh | TDP1 cell CPT | KAT2A inh
CCn1c(SCCC#N)nnc1-c1ccncc1 | -6% | -8% | 4%
CN(C)c1cccc(-c2nnc(SCCCC#N)o2)c1 | -12% | 0% | -1%
N#CC(C#N)=C(Nc1ccccc1)c1ccccc1 | 0% | 7% | -1%

Source: PubChem BioAssay (National Center for Advancing Translational Sciences (NCATS))
